# Compound activity from PubChem BioAssay.
# TRb SRC2 PPI: inhibitors of human thyroid hormone receptor beta-SRC2 interaction. P10828. TRbeta-SRC2 peptide binding, fluorescence polarization; receptor liganded with 1 µM T3. Potency, µM (titrated, usually from 106 µM), without a hit: at the top dose activity change, negative = inhibition, hits mostly inhibitors. 0.065% of 280,000 active. AID 1469; active = well fitted inhibition curve with a large enough effect; inconclusive = small, poorly fitted or top-dose-only effect, or effect the other way;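 note: plate controls were bound peptide for no effect and peptide without receptor for full effect; nearly all actives have a fitted effect of over 50% in size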
# Target sequence (P10828 whole entry, looked up): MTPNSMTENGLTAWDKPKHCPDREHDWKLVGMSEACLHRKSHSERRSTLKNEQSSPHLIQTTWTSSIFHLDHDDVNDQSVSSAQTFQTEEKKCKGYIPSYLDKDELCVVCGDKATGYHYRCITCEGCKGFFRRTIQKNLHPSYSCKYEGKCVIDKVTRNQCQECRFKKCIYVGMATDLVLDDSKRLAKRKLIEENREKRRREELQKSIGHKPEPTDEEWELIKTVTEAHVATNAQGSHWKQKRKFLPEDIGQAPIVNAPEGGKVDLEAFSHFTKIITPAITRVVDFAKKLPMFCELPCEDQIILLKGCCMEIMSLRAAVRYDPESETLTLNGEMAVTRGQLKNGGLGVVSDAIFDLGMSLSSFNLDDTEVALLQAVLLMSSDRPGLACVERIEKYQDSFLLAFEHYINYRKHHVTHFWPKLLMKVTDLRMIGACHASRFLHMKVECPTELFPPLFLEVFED
#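 TRb LBD 0.6 uM + Texas Red SRC2 peptide 20 nM, 1 uM T3, Tris buffer w/ 5% DMSO; compound pinned, 5 h RT; FP read ex 555/em 632; normalized to unbound and bound controls.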
# TR SRC2 fluor cs: Texas Red fluorescence interference in TRb-SRC2 counter-screen; TRb/SRC2 Texas Red total fluorescence interference; Potency, µM (series often up to 106 µM), without a hit: at the highest dose fluorescence change, negative = quenching; 0.29% of 280,000 active; active = well fitted curve in either direction with a large enough effect; inconclusive = small, poorly fitted or top-dose-only effect
#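 Flags fluorescent or light-absorbing compounds by total fluorescence, S + 2P, at 555 nm excitation and 632 nm emission. Mixture: 20 nM Texas Red SRC2 peptide, 0.6 uM human TRb LBD, 1 uM T3, 5% DMSO; compound exposure 5 h at ambient temperature.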
# * = called active by the depositor; ? = inconclusive; [ ] = remark or other dose. Unless noted, % is set by controls: 0 for no effect and ±100 for the full control effect; potency is the fitted concentration of half-maximal effect. Only part of the results is shown; rates above refer to the full screens.
SMILES,TRb SRC2 PPI,TR SRC2 fluor cs
CCOc1ccc(CCNC(=O)C2COc3ccccc3C2)cc1OCC (centres undefined),6.9%,0.9%
O=S1(=O)c2ccccc2N(Cc2cccc(C(F)(F)F)c2)c2ccccc21,-0.4%,-1.1%
CCOc1ccc(CNC(=O)CSc2nnc(C)c3c(C)n(-c4ccccc4)nc23)cc1,-2.0%,-0.8%
CC(CNC(=O)c1cc2cc(S(=O)(=O)N3CCCCC3)ccc2n1C)c1ccccc1 (centres undefined),4.4%,-2.1%
Cc1ccc(CNC(=O)c2cccn2-c2nnc(N3CCCC3)s2)cc1,2.5%,-0.4%
CN1CCc2c(sc(NC(=O)CSc3ccccc3)c2-c2nc3ccccc3s2)C1,-4.8%,1.0%
Cc1cccc(NC(=O)c2oc3ccc(S(=O)(=O)N4CCCCC4)cc3c2C)c1C,3.5%,-3.1%
COc1ccc(-c2nc3scc(CCNS(=O)(=O)c4c(C)cc(C)cc4C)n3n2)cc1OC,1.9%,-1.3%
CC(C)N(Cc1ccccc1)S(=O)(=O)c1ccc(N2CCCCS2(=O)=O)cc1,7.5%,-1.4%
CCc1nc2ccc(C(=O)N3CCN(c4cccc(C)c4C)CC3)cc2nc1CC,6.5%,-8.1%
COc1ccccc1CNC(=O)c1ccccc1NC(=O)c1nsc2ccccc12,-6.9%,0.0%
Cc1ccc(S(=O)(=O)NCCc2cn3c(C)csc3n2)cc1,-1.9%,0.1%
CCOC(=O)c1c(C)[nH]c(C)c1S(=O)(=O)N(C)CC(=O)Nc1cccc(C(F)(F)F)c1,-7.9%,-0.6%
O=C(NCc1ccc2c(c1)CCN2C(=O)c1ccncc1)c1cccc(F)c1,-8.8%,0.2%
COc1ccc(NC(=O)Cn2nc(SC)c(S(=O)(=O)c3ccc(C)cc3)c2N)cc1OC,-6.0%,-1.7%
CCOC(=O)c1ccc(NC(=O)CN2C(=O)C(C)(C)c3ccccc32)cc1,-19.3%,?
Cc1cc(C)c(/C=C/c2onc(C)c2S(=O)(=O)N2CCC(C(=O)Nc3ccc(Cl)cc3C)CC2)c(C)c1,-0.1%,1.8%
CCCCNC(=O)Cn1nc(N2CCN(c3ccccc3OC)CC2)ccc1=O,-11.1%,0.0%
CC(C)Cc1ccc(S(=O)(=O)N2CCN(Cc3noc(CCC(=O)N4CCCCC4)n3)CC2)cc1,-0.7%,-1.1%
Cc1cc(C)c(NC(=O)CN2c3ccccc3S(=O)(=O)c3ccccc32)c(C)c1,-8.9%,2.2%
CCN(CC)c1ccc(NC(=O)c2c(C)nn(-c3ccc(F)cc3)c2-n2cccc2)c(C)c1,9.8%,-0.4%
O=C(O)COc1ccccc1/C=N/NC(=O)c1ccncc1,-2.3%,-2.0%
COc1cc(NC(=O)CSc2nc3nc(C)c(Cc4ccccc4)c(C)n3n2)cc(OC)c1,0.0%,-0.9%
CCc1ccccc1NC(=O)Nc1cc(C(=O)NCc2ccc(OC)cc2)ccc1N1CCCC1,-5.2%,-0.8%
Cc1cccc(OCC(=O)Nc2cccc(C(=O)OCc3cc(=O)n4nc(C(C)C)sc4n3)c2)c1,-2.9%,-1.2%

# Continued; the last 2 above are carried over.
SMILES,TRb SRC2 PPI,TR SRC2 fluor cs
CCc1ccccc1NC(=O)Nc1cc(C(=O)NCc2ccc(OC)cc2)ccc1N1CCCC1,-5.2%,-0.8%
Cc1cccc(OCC(=O)Nc2cccc(C(=O)OCc3cc(=O)n4nc(C(C)C)sc4n3)c2)c1,-2.9%,-1.2%
O=C1CCSc2ccc(S(=O)(=O)Nc3ccc(Cl)c(C(F)(F)F)c3)cc2N1,-6.1%,1.1%
CSc1cccc(NS(=O)(=O)c2cn(C)c(C)n2)c1,-6.9%,-1.7%
CCOc1ccc(N(C)C(=O)CS(=O)(=O)c2cccc3nsnc23)cc1,-0.4%,1.6%
CCN(CC)c1nn2c(=O)c(C(=O)NCCc3ccccc3)cnc2s1,-2.3%,-5.5%
O=C(NCCN1CCN(c2cccc(Cl)c2)CC1)C1COc2ccccc2C1 (centres undefined),8.8%,3.0%
Cc1ccc(-c2ccc(=O)n(CC(=O)NCCc3ccc(Cl)cc3)n2)cc1,-2.3%,-1.3%
CN1c2ccccc2-c2nc(SCC(=O)Nc3ccccc3)ncc2S1(=O)=O,1.7%,1.9%
COc1cccc(CNCc2cccn2-c2nnc(N3CCN(c4ccccc4)CC3)s2)c1,7.8%,0.7%
COc1ccc2nc(N3CCN(C(=O)CS(=O)(=O)c4ccc(C)cc4)CC3)sc2c1,-0.4%,-3.4%
O=C(CN1N=C(c2ccc(Cl)cc2)CCC1=O)NCCc1ccccc1,-7.4%,0.1%
COc1ccc(S(=O)(=O)NCC(c2ccc(N(C)C)cc2)N2CCc3ccccc32)cc1OC (centres undefined),-1.6%,-0.4%
CCOC(=O)c1ccccc1NC(=O)N1CCN(Cc2cc(=O)n3nc(-c4ccccc4)sc3n2)CC1,-1.8%,-1.5%
CCOc1ccccc1NC(=O)CCc1c(C)nn(-c2ccc(N3CCOCC3)nn2)c1C,-1.2%,-11.9%
CCOc1ccc(-c2cc(C(=O)NCCc3ccccc3)c3c(-c4ccc(C)cc4)[nH]nc3n2)cc1,0.7%,0.0%
Cc1c(C(=O)Nc2cccc(Cl)c2)oc2ccc(S(=O)(=O)N3CCOCC3)cc12,-1.4%,-0.7%
Cc1cccc2sc(N(Cc3cccnc3)C(=O)c3cccs3)nc12,-5.1%,-0.2%
COc1ccc(CNC(=O)c2ccc3c(c2)NC(=O)C(CS(=O)(=O)Cc2ccccc2Cl)N3)cc1 (centres undefined),0.5%,2.4%
CCc1nn2c(=O)cc(COC(=O)c3ccco3)nc2s1,-11.3%,?
Cc1ccc(Cl)cc1N1CCN(C(=O)Cc2c(C(=O)O)c(C)cn2C)CC1,1.4%,-29.0%
CCN(C(=O)CSc1nc2ccccc2n1CC(=O)N1CCCC(C)C1)c1ccccc1 (centres undefined),-0.4%,-0.9%
COc1ccc(NC(=O)N2CCN(c3cc(-c4noc(C)n4)ccc3C)CC2)c(OC)c1,-5.8%,5.3%
COc1ccc(C(=O)Nc2ccccc2SCc2cc(=O)c3cccc(C)c3[nH]2)cc1,-5.0%,-2.1%
CCOC(=O)c1c(C)[nH]c(C)c1S(=O)(=O)N1CCC(C(=O)Nc2ccc(C)cn2)CC1,-2.7%,0.9%
CCc1c(C)sc2c1CCN(C(=O)Nc1ccccc1C(=O)OC)C2c1ccc(OC)cc1 (centres undefined),6.4%,-1.0%
CCOC(=O)c1noc2ncn(CC(=O)Nc3cccc(Cl)c3)c(=O)c12,6.2%,-13.4%

# The list continues:
SMILES,TRb SRC2 PPI,TR SRC2 fluor cs
CCC(C)(C)C1CCC(O)CC1 (centres undefined),1.3%[201 µM],1.2%[201 µM]
O=C(NCCc1csc(-c2cccc(F)c2)n1)c1cccs1,-1.0%,-1.5%
COCCc1nn2c(=O)cc(COC(=O)c3ccccc3C)nc2s1,-5.9%,-4.6%
CCC(Sc1nc2cc(OC)c(OC)cc2c(=O)n1CCc1ccc(Cl)cc1)C(=O)NCCOC (centres undefined),0.3%,-1.4%
O=C(CCC1N=C2c3ccccc3N=C(SCc3ccccc3F)N2C1=O)NCCc1ccccc1 (centres undefined),2.1%,-2.7%
Cn1cc(-c2cc3n(n2)CCC(=O)N3CCCC(=O)Nc2ccccc2F)c2ccccc21,-4.7%,-4.0%
Cc1nc(-c2cccc(S(=O)(=O)N3CCC(C(=O)NCc4ccccc4)CC3)c2)no1,-2.9%,-33.2%
Cc1ccc(CNS(=O)(=O)c2ccc3c(c2)CCN3S(C)(=O)=O)cc1,-6.8%,3.2%
COc1cc(OC)cc(C(=O)Nc2nc(-c3nnn(-c4ccc(F)c(Cl)c4)c3C)ns2)c1,4.9%,-0.4%
CCCCCCCCCCCO,-0.2%[201 µM],-2.5%[201 µM]
COc1cc(OC)c(NC(=O)Cn2c(=O)oc3cc(S(=O)(=O)N4CCCC4)ccc32)cc1Cl,16.6%,-1.9%
COc1ccc(CCNc2ncnc3c2nnn3C)cc1OC,0.9%,0.9%
CCOC(=O)C1CCN(C(c2ccc(C)cc2)c2sc3nc(-c4ccco4)nn3c2O)CC1 (centres undefined),-3.8%,1.5%
CCOCCc1nn2c(=O)cc(COC(=O)c3ccc(NC(=O)C4CCCCC4)cc3)nc2s1,-2.0%,-0.2%
COc1cccc(CNC(=O)c2ccc3nc(-c4ccccc4)c(-c4ccccc4)nc3c2)c1OC,2.0%,1.5%
Cc1nc(-c2ccc(S(=O)(=O)N3CCN(c4ccccc4F)CC3)cc2)co1,-1.4%,-1.3%
Cc1ccc(-c2nc3sc(CCNC(=O)c4ccc(Br)o4)c(C)n3n2)cc1,-6.9%,-0.8%
COc1ccc2c(c1)CC(C(=O)NCCc1ccc(S(N)(=O)=O)cc1)CO2 (centres undefined),2.0%,0.9%
O=C(CCSCc1cccc(Cl)c1)N1CCN(c2ccc(Cl)cc2)CC1,-0.9%,0.1%
O=C(NNc1ncnc2c1cnn2-c1ccccc1)c1cccc(Cl)c1,-0.8%,-1.1%
CCc1nn2c(=O)cc(COC(=O)c3ccc(NC(=O)C4CCCCC4)cc3)nc2s1,3.4%,-0.1%
CCOC(=O)c1cc(-c2ccccc2)n(CCCC(=O)Nc2ccc(C)c(C)c2)c1C,2.8%,-1.5%
CCOC(=O)c1[nH]c(C)c(CCC(=O)N2CCN(c3ccc(Cl)cc3)CC2)c1C,-0.9%,-1.5%
Cc1cccc(-c2nc3nc(C)cc(NC(C)c4ccccc4)n3n2)c1 (centres undefined),-8.9%,-3.2%
COc1ccc(-n2c(SCC(=O)Nc3nnc(C)s3)nc3c([nH]c4ccccc43)c2=O)cc1,4.2%,-3.5%

# Compounds listed so far that contain a thiophene ring, fused or not:
SMILES,TRb SRC2 PPI,TR SRC2 fluor cs
CN1CCc2c(sc(NC(=O)CSc3ccccc3)c2-c2nc3ccccc3s2)C1,-4.8%,1.0%
Cc1cccc2sc(N(Cc3cccnc3)C(=O)c3cccs3)nc12,-5.1%,-0.2%
CCc1c(C)sc2c1CCN(C(=O)Nc1ccccc1C(=O)OC)C2c1ccc(OC)cc1 (centres undefined),6.4%,-1.0%
O=C(NCCc1csc(-c2cccc(F)c2)n1)c1cccs1,-1.0%,-1.5%

# Next results follow.
SMILES,TRb SRC2 PPI,TR SRC2 fluor cs
O=C(NCCS(=O)(=O)N1CCN(c2ccc(F)cc2)CC1)c1cccc(C(F)(F)F)c1,1.1%,0.2%
COc1cc(NC(=O)CCS(=O)(=O)c2ccc(Br)cc2)cc(OC)c1,2.2%,-3.0%
COc1ccc2cc(-c3cn4c(n3)sc3cc(F)ccc34)c(=O)oc2c1,-4.5%,-5.1%
CCOC(=O)c1c(S(=O)(=O)N2CCCC(C(=O)Nc3ncccc3C)C2)c(C)n(C)c1C (centres undefined),-2.8%,-2.7%
Cc1cccc(Cc2c(C)nc3nc(SCc4ccccc4F)nn3c2C)c1,2.7%,0.0%
O=C(NCCc1csc2nc(-c3ccc(F)cc3)nn12)c1cccc(C(F)(F)F)c1,3.4%,-1.8%
COc1ccc(-c2nc3ccccc3s2)cc1NC(=O)c1cccc(F)c1,4.2%,-2.7%
CCOc1cc2[nH]c(=O)n(CCCC(=O)N3CCN(c4cccc(Cl)c4)CC3)c(=O)c2cc1OCC,3.7%,0.1%
Cc1cc(-c2ccc(S(=O)(=O)Nc3ccc(Cl)cc3C)cc2)on1,6.0%,-1.0%
COc1ccc(NC(=O)CN2CCN(Cc3ccc(F)cc3)S2(=O)=O)cc1Cl,5.9%,0.4%
COc1cc(C(CC(=O)Nc2ccc(C)c(F)c2)N2Cc3ccccc3C2=O)cc(OC)c1OC (centres undefined),-8.8%,-1.3%
COc1cc(OC)cc(N2C(=O)N(CC(=O)c3ccc(F)cc3)c3ccccc3S2(=O)=O)c1,-6.8%,-1.2%
CC(C)C(=O)NC1CC(=O)N(c2ccc3c(c2)OCCO3)C1 (centres undefined),-0.6%,0.2%
CCOC(=O)c1cccc(NC(=O)c2ccc3c(c2)nnn3C2CCCC2)c1,-2.2%,-0.2%
CCOc1ccc(N(CC(=O)Nc2ccc(OC)cc2)S(=O)(=O)c2ccc(Cl)cc2)cc1,-5.2%,1.8%
COc1ccc(NC(=O)c2cccn2-c2nnc(N3CCCCC3)s2)cc1Cl,-3.0%,-2.1%
CN(C)CCNC(=O)C(=O)NCC(c1ccc2c(c1)OCO2)N1CCOCC1 (centres undefined),-0.1%,2.8%
COc1ccc(C2c3c(n(C)c4ccccc34)C(=O)N2CC(=O)Nc2cccc(Cl)c2)cc1 (centres undefined),0.4%,-2.3%
O=S(=O)(Nc1ccc(-c2ccc(N3CCCCC3)nn2)cc1)c1ccc(OC(F)(F)F)cc1,-0.3%,-5.3%
O=C(NCCCN1CCN(c2ccc(F)cc2)CC1)c1cnn(-c2ccc(F)cc2)c1-n1cccc1,-1.5%,1.2%
Cc1nc(S(=O)(=O)N2CCN(c3ccccc3F)CC2)cn1C,-12.0%,-0.7%
COc1ccc(N2CCN(C(=O)c3cc(S(=O)(=O)N4CCC(C)CC4)cn3C)CC2)cc1,1.1%,0.1%
O=C(c1ccco1)N1CCN(c2nc3c(Cl)cccc3s2)CC1,-6.3%,-2.7%
O=C(NC1CC(=O)N(c2cccc(F)c2)C1)C1CCCC1 (centres undefined),-7.3%,-0.2%
Fc1ccc(C(c2nnc(-c3ccccc3)o2)N2CCN(c3ccccc3)CC2)c(Cl)c1 (centres undefined),7.0%,-0.1%
